# Screening results: PubChem, several laboratories
# GPR35 arrestin U2OS: GPR35 antagonists blocking zaprinast-driven arrestin recruitment, primary screen, imaging, U2OS, beta-arrestin-GFP, zaprinast agonist (AID 2058); U2OS GPR35 beta-arrestin-GFP translocation imaging, zaprinast antagonism; higher % means a stronger effect; inhibition, % at 10 µM; hits with a dose series show IC50 in µM; 0.052% of 290,000 active;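 active = inhibition of at least 50% with at least 30 cells and total cytoplasm GFP at most 10,000,000; inconclusive = under 30 cells or total GFP of 10,000,000 plus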
# Salmonella PhoP GFP: PhoP-dependent GFP reporter repression – Salmonella Typhimurium, primary screen (AID 1863). S. Typhimurium PhoP-regulated promoter GFP reporter, 4 h; higher % means a stronger effect. inhibition, % at 50 µM, or IC50 in µM where a hit was titrated. 0.16% of 300,000 active;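 active = inhibition over 29.93%, a cutoff 3 SD above the screen mean, later confirmed by dose response; inconclusive = inhibition over 29.93% but no dose response follow-up; inactive = inhibition at most 29.93% or unconfirmed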;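 also: 0% = low Mg2+ inducing control and 100% = high Mg2+ repressing control; strong numbers were not always called active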
# RSV antiviral HEp-2: RSV antiviral activity via CPE protection, HEp-2 cells, primary 10 µM value included (AID 2391). HEp-2 cells, RSV-induced CPE inhibition; higher % means a stronger effect. 0.13% of 310,000 active. one-dose CPE inhibition, % at 10 µM; IC50 in µM for titrated hits; in the data active = a potency from the dose series; inconclusive = CPE inhibition mostly from about 23% at the one dose, without a potency; inactive = the rest, 99 in 100 with CPE inhibition below about 21%; also: strong numbers were not always called active
# Rac1 GTP hydrolysis: MgcRacGAP GTPase-activating activity inhibitors, confirmation, biochemical, ADP Hunter fluorescence; MgcRacGAP-stimulated Rac1 GTP hydrolysis, ADP Hunter fluorescence; higher % means a stronger effect; GST-tagged Rac1 F28L mutant substrate; one-dose inhibition, % at 30 µM; IC50 in µM for titrated hits; 0.6% of 340,000 active;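 active = first-screen hits whose inhibition reached a set limit at any dose in the follow-up dose series; inconclusive = inhibition above the set first-screen limit but never retested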;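 also: fluorescence reports GDP produced by GAP-driven GTP hydrolysis; strong numbers were not always called active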
# Large T inhibition: TAg ATPase/helicase activity blockers – biochemical (AID 1903) | SV40 large T antigen ATPase/helicase inhibition assay; higher % means a stronger effect | one-dose inhibition, % at 20 µM; IC50 in µM for titrated hits | 0.39% of 310,000 active; in the data active = a potency from the dose series; inconclusive = inhibition mostly from about 32% at the one dose, without a potency; inactive = the rest, 99 in 100 with inhibition below about 32%; also: strong numbers were not always called active
# GPR55 LPI antagonism: GPR55 antagonists blocking LPI-driven arrestin recruitment, primary screen, imaging, U2OS, beta-arrestin-GFP, LPI agonist (AID 2013). U2OS GPR55 beta-arrestin-GFP translocation imaging, LPI antagonism; higher % means a stronger effect. one-dose inhibition, % at 10 µM; IC50 in µM for titrated hits. 0.13% of 290,000 active;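 active = spots per cell inhibited over 60%, with over 100 cells counted and total cytoplasm intensity under 500,000; inconclusive = wells with under 100 cells, flagged as likely toxic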;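 also: U2OS cells stably carrying GPR55 and arrestin-GFP stimulated by 5 µM LPI near EC80; imaged beta-arrestin-GFP aggregate spots per cell after agonist stimulation; plate controls were LPI-stimulated DMSO wells for no effect and DMSO wells without LPI for full effect; some results filed as inactive read as strong as hits; confirmed hits need IC50 under 10 µM and bright autofluorescent wells are also inconclusive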
# NS5 inhibitors: Dengue-2 NS5 methyltransferase inhibitors, primary screen, biochemical, confirmation dose response (AID 588689) | Dengue-2 NS5 methyltransferase capping enzyme assay, biochemical; higher % means a stronger effect | inhibition, % at 25 µM; hits with a dose series show IC50 in µM | 0.3% of 340,000 active; in the data active = a potency from the dose series; inconclusive = inhibition above about 29% without an active follow-up result
# K1F lysis inhibition: inhibition of K1F phage lysis, E. coli UTI89, bacterial capsule biogenesis inhibitors, alamar blue (AID 488966); inhibition, % at 100 µM; hits with a dose series show IC50 in µM; E. coli UTI89 K1F phage lysis, alamar blue, 2 h; higher % means a stronger effect; 0.02% of 340,000 active;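 active = phage lysis inhibition, versus mean bacterial control, above a set limit; inconclusive = no clear call, values can overlap the other calls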;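 also: capsule biogenesis inhibitors block K1F phage lysis so surviving cells raise fluorescence; higher fluorescence means more inhibition of phage lysis; actives were called in the ten point dose series up to 300 µM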
# HIV peptide binding: inhibitors of HIV fusion peptide binding, primary screen, biochemical, uHTS, fluorescence dequenching (AID 1986). one-dose inhibition, % at 20 µM; IC50 in µM for titrated hits. 0.3% of 290,000 active. cell-free peptide binding, fluorescence dequenching, 30 min; higher % means a stronger effect; in the data active = inhibition mostly above about 52%, no sharp cut-off; inactive = mostly below about 76%; also: some results filed as inactive read as strong as hits
# NS5 inhibitors pilot replicate: second read-out of NS5 inhibitors, no call of its own (marks repeat the call); inhibition, %; measured here: pilot screen replicate inhibition
# Starred values were filed as active, the others as inactive; u = inconclusive; x = no result given; [ ] = another dose, or the depositor's remark.
SMILES,GPR35 arrestin U2OS,Salmonella PhoP GFP,RSV antiviral HEp-2,Rac1 GTP hydrolysis,Large T inhibition,GPR55 LPI antagonism,NS5 inhibitors,K1F lysis inhibition,HIV peptide binding,others
Cc1cc(NC(=O)Cn2ccc([N+](=O)[O-])n2)no1,0%,11%,0.7%,11%,4%,-4%,4%,0.8%[50 µM],-1.0%,
Cc1ccc(Nc2nc(N)nc(CN3CCN(Cc4ccc5c(c4)OCO5)CC3)n2)c(C)c1,20%,12%,5.2%,3%,25%,3%,-9%,0.7%,-2.2%,
COc1ccccc1CC(NC(C)=O)C(=O)NC1CCN(c2nnnn2-c2ccccc2)CC1 (centres undefined),-6%,-12%,1.2%,8%,14%,7%,-11%,0.1%,-1.7%,
COc1ccccc1/C=C/C=N/n1c(-c2n[nH]c3c2CCC3)n[nH]c1=S,9%,2%,x,x,11%,-10%,x,x,-1.2%,
CCOC(=O)c1ccc(NC(=O)N(CC)CC)cc1,1%,11%,1.6%,6%,5%,-4%,-1%,0.3%,-1.3%,
O=C1Oc2ccccc2C(=O)/C1=C\N1CCN(c2ccccc2)CC1,-16%,-3%,-1.0%,12%,7%,8%,-8%,0.1%,5.5%,
O=C(NC1CCCC1)C(c1ccccc1)N(C(=O)c1ccno1)c1ccccc1 (centres undefined),8%,3%,0.5%,2%,22%,4%,-11%,-0.1%,1.8%,
COc1ccc(C)cc1S(=O)(=O)N(CC(=O)N1CCOCC1)c1cc(C)cc(C)c1,3%,-6%,1.0%,4%,3%,2%,-6%,0.0%,3.2%,
O=C(NCC1CCCO1)c1cc2c([nH]c3ccccc32)c(-c2ccc(F)cc2)n1 (centres undefined),-14%,13%,2.8%,0%,2%,-10%,-5%,7.5%,3.7%,
S=C(NCc1ccccc1)NCc1cccc(CNC(=S)NCc2ccccc2)c1,-4%,12%,9.0%,4%,5%,6%,-12%,1.2%,0.5%,
CC(C)Cn1cnc2c1c(=O)n(CC(=O)NC(=O)NC(C)(C)C)c(=O)n2Cc1ccccc1,-13%,4%,8.1%,9%,10%,2%,-3%,0.6%,2.0%,
O=C(Nc1cccc(C(F)(F)F)c1)NC1CCN(S(=O)(=O)c2ccc(F)cc2)CC1,-3%,4%,2.6%,6%,-1%,4%,-1%,3.7%,-1.0%,
Cc1cc(Cl)c(OCCN2C(=O)NC(C)(C)C2=O)c(Br)c1,-19%,-5%,1.4%,2%,6%,3%,-5%,0.2%,1.3%,NS5 inhibitors pilot replicate=-4.2
CCCCNC(=O)c1[nH]c(C)c(C(C)=O)c1C,-16%,-1%,1.1%,11%,23%,4%,x,2.7%,0.8%,
CCCNC(=O)CN(c1ccccc1)S(=O)(=O)c1ccc(OC)c(OC)c1,1%,-7%,0.4%,0%,-2%,-14%,-3%,0.3%,0.2%,
CCCOc1ccc(C(=O)OCC(=O)NCCc2ccc(OCC)c(OCC)c2)cc1OC,-2%,-5%,0.6%,1%,5%,1%,-8%,-0.1%,0.4%,
O=C(Oc1cc2oc(=O)c3c(c2cc1Cl)CCCC3)c1cccs1,-16%,-29%,6.2%,-1%,10%,11%,x,-0.3%,0.3%,
CC1CCN(C(=O)Nc2cccc(NC(=O)N3CCC(C)CC3)c2)CC1,-22%,-5%,6.5%,7%,4%,-6%,-5%,0.0%,-1.5%,
COc1ccccc1C1C(C#N)=C(N)Oc2cc(C)n(Cc3ccccn3)c(=O)c21 (centres undefined),12%,1%,2.0%,8%,15%,-6%,-8%,0.2%,-1.6%,
O=C(O)c1nccnc1C(=O)Nc1ccccc1-c1ccccc1,-4%,-5%,x,0%,10%,-2%,-4%,2.5%,0.5%,
CCCC(C(=O)O)N1C(=O)/C(=C/c2cccn2C)SC1=S (centres undefined),7%,-3%,1.1%,7%,16%,1%,-53%,10%,24%,
O=C(COC(=O)CC1CC2CCC1C2)Nc1cccc(S(=O)(=O)NC2=NCCCCC2)c1 (centres undefined),-1%,-5%,0.7%,0%,5%,-2%,-1%,-0.2%,-0.7%,
CC(C)CCn1cnc2c(cnn2-c2ccc(F)cc2)c1=O,-1%,-4%,4.9%,11%,10%,-13%,-1%,0.9%,-1.9%,
COc1ccc(C2CC(=O)C(C=NCCO)=C(O)C2)cc1OC (centres undefined),-11%,-6%,2.8%,4%,4%,10%,0%,5.1%,4.7%,
CN(c1nc2c(c(=O)n(C)c(=O)n2C)n1CC(=O)c1ccccc1)C1CCCCC1,3%,8%,1.5%,9%,0%,-4%,-3%,-0.1%,-0.1%,
Cc1ccc(CSc2[nH]c(=O)ncc2C)cc1,-3%,0%,4.5%,1%,7%,u,-6%,0.0%,1.8%,
CN(C)CCCn1c(-c2ccccc2)nc(=S)c2c1CCCC2,1%,-8%,0.1%,-2%,3%,11%,4%,-0.8%,0.5%,NS5 inhibitors pilot replicate=3.8
O=C(Nc1ccccc1C(=O)Nc1nncs1)c1ccccc1,-2%,-3%,11%,3%,18%,19%,-6%,0.1%,5.4%,
CC1=CC(C)C2C(=O)N(O)C(=O)C2C1 (centres undefined),-4%,-4%,1.7%,13%,12%,12%,-8%,-0.8%,3.5%,
CC(NC(=O)Cn1cc(C(=O)C2CC2)c2ccccc21)c1ccccc1 (centres undefined),10%,3%,2.5%,4%,-3%,4%,-10%,0.0%,18%,
O=S(=O)(NCCc1c[nH]c2ccccc12)c1ccccc1,1%,12%,-0.2%,x,-5%,-4%,-7%,0.0%,-0.4%,
COc1ccc(OCCNC(=O)/C=C/c2ccc([N+](=O)[O-])cc2)cc1,-13%,2%,1.4%,4%,22%,2%,4%,0.4%[50 µM],1.1%,
CCCCC(=O)OCC(=O)c1[nH]c(C)c(C(C)=O)c1C,-1%,3%,7.3%,2%,4%,14%,-6%,-0.5%,-0.6%,
CCOc1ccc(CCNS(=O)(=O)c2cn(C)cn2)cc1OCC,29%,3%,0.2%,1%,1%,2%,-7%,0.1%,-1.0%,
O=C(CCl)Nc1cccc(S(=O)(=O)NC2=NCCC2)c1,10%,0%,12%,10%,23%,-1%,5%,-0.1%,-0.1%,
CCCCN(C(=O)c1cc(S(=O)(=O)N2CCCCCC2)ccc1OC)c1c(N)n(CCC)c(=O)[nH]c1=O,x,-2%,0.0%,-4%,10%,x,-5%,-0.7%[50 µM],x,
CC(=O)Cn1cnc2c(cnn2-c2ccc(C)c(C)c2)c1=O,7%,-7%,0.8%,2%,3%,-5%,-3%,0.2%,-1.1%,
O=C(COc1ccc2c(c1)CCC2)N1CCN(c2ccccc2F)CC1,9%,25%,4.0%,8%,3%,5%,-1%,-0.1%,-0.6%,
O=C(O)C1C2C=CC3(CN(CC(O)COc4ccccc4)C(=O)C13)O2 (centres undefined),7%,-1%,0.7%,4%,0%,9%,1%,-0.1%,-1.0%,
Cc1ccc(C)c(C(=O)C(C)OC(=O)c2cccn2C)c1 (centres undefined),-16%,5%,1.1%,10%,14%,0%,-3%,0.2%,1.6%,
Cc1cc(C(=O)N/N=C/c2cc(Br)c(Br)o2)n[nH]1,18%,9%,2.1%,8%,13%,12%,0%,-0.2%,2.5%,
CCc1ccc(NC(=O)CSc2n[nH]c(C)c2[N+](=O)[O-])cc1,2%,-10%,1.0%,-2%,28%,13%,1%,1.5%[50 µM],1.2%,
COc1cc(OC)nc(Oc2cc(C=O)ccc2OC)n1,0%,9%,0.2%,x,27%,7%,3%,-0.2%,1.4%,
Cc1ccc(/C=N/NC(=O)c2cccc(S(=O)(=O)Nc3ccccc3Cl)c2)o1,-5%,-6%,5.1%,7%,8%,8%,3%,1.5%[50 µM],19%,
CCOC(=O)c1ccc(NC(=S)N(CCN(C)C)Cc2cccs2)cc1,-8%,-4%,-0.2%,5%,11%,8%,-10%,0.1%,-1.6%,
COc1ccccc1/C=C(\NC(=O)c1ccccc1)C(=O)NCc1ccco1,3%,3%,1.1%,5%,5%,14%,-13%,0.2%,1.3%,
Cc1onc(-c2ccccc2Cl)c1C(=O)N1CCN(C)CC1,24%,5%,0.8%,4%,2%,5%,-7%,0.1%,-1.4%,
O=C(CCC(=O)N1CCOc2ccccc21)N1CCN(c2ccccc2)CC1,-10%,x,1.4%,5%,-7%,4%,1%,0.7%,-0.7%,
CCC(C)Nc1nc(C)nc2c1oc1ccccc12 (centres undefined),10%,-8%,1.9%,1%,14%,-10%,-2%,-0.1%,1.1%,
CNC(=O)COC(=O)c1ccc(OCC(=O)Nc2ccccc2OC)c(OC)c1,4%,5%,-0.3%,2%,3%,-5%,x,0.3%,1.1%,
COC(=O)c1c(C)[nH]c(C=Nc2ccc(OC)cc2)c1C,-9%,-2%,17%,10%,18%,-6%,0%,-0.1%,-0.4%,
COc1ccc(N=C2SC(CC(=O)Nc3ccccc3)C(=O)N2Cc2ccco2)cc1 (centres undefined),11%,0%,3.9%,6%,-2%,2%,-12%,-1.2%[50 µM],3.8%,
O=C1CC(NS(=O)(=O)c2ccc([N+](=O)[O-])cc2)CN1c1ccc(Cl)cc1 (centres undefined),x,-6%,-2.3%,-1%,14%,x,1%,-2.0%[50 µM],x,
Cn1nc(C(=O)Nc2ccc(Br)cc2)cc1C(=O)Nc1ccc(Br)cc1,15%,-6%,0.8%,9%,8%,10%,-9%,0.4%,0.9%,
CC(=O)Nc1ccc(CN2CCCC(CO)(Cc3ccccc3C)C2)cc1 (centres undefined),9%,-4%,1.4%,8%,2%,-10%,0%,0.1%,0.7%,
Cc1ccccc1-c1ccc(=O)n(CC(=O)Nc2ccc(C(=O)N3CCCC3)cc2)n1,10%,11%,0.8%,-1%,0%,0%,-3%,0.5%,-0.9%,
CC(C(=O)Nc1cccnc1)c1ccc([N+](=O)[O-])cc1 (centres undefined),-2%,-4%,0.9%,-4%,4%,14%,-6%,1.1%,1.5%,
O=C(NCCCn1ccnc1)c1ccccc1F,-1%,-2%,2.4%,14%,6%,-8%,2%,-0.5%,1.9%,
